GLS inh: inhibitors of human glutaminase (GLS) | AID 624170 | GLS enzymatic activity, qHTS titration | Potency, µM (doses to about 45.5 µM), for inactives: at the highest dose activity change, negative = inhibition, most hits filed as inhibitors | O94925 | 410,000 compounds, 0.21% hits; also: potency is read from the fitted curve at half-maximal effect; % is scaled to controls: 0 for no effect and ±100 for the full control effect
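Compounds were pin-transferred onto hKGA, after which L-glutamine (1 mM solution) and a detection mix of glutamate oxidase, HRP and Amplex Red were added. Initial and 30 min RT fluorescence reads were collected.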
HP1b chromo inh: inhibitors of HP1-beta chromodomain binding to methylated histone tails; Potency, µM (highest dose often 114 µM), inactives show at the highest dose activity change, negative = inhibition, hits mostly inhibitors; AlphaScreen HP1-beta / biotin-H3K9me3 peptide binding; 390,000 compounds, 0.56% hits; P83916; also: potency is read from the fitted curve at half-maximal effect; nearly all actives have a fitted effect of over 70% in size; inactives centre near 23
Target sequence (P83916 whole entry, looked up): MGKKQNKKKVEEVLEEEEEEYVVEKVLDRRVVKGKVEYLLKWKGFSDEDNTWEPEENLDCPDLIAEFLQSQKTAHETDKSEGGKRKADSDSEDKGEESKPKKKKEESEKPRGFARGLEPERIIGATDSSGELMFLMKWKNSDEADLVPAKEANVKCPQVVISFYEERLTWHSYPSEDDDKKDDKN
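AlphaScreen: HP1-beta (50 nM) preformed 30 min with biotin-H3(1-18)K9me3 peptide (50 nM) in PBS pH 7.4, 0.01% Tween-20. Compound added for 30 min at RT, then streptavidin donor/nickel chelate acceptor beads (10 ug/mL) for 30 min.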
PI4K2A block: PI4K2A (human) kinase inhibition; Q9BTU6; 420,000 compounds, 0.13% hits; purified PI4K2A, ADP-Glo luminescence, 1 h; stronger effect = lower value; activity change, negative = inhibition, % at 76.9 µM; in the data active = activity change below about -50%; inconclusive = mostly about -30% to -49%;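 also: -100% = wells without enzyme as full effect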
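PI4K2A activity was measured by ADP-Glo luminescence: enzyme (4 ug/mL stock) and phosphatidylinositol (1.2 mM stock) in Tris pH 7.5/MgCl2/EGTA/Triton X-100 buffer were reacted with ATP (300 microM stock) for one hour at ambient temperature.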
Pin1 inhibitor: blocks the human prolyl isomerase Pin1 | Pin1 FP peptide displacement, HiFluor488, 10 min | Q13526 | 390,000 compounds, 0.009% hits | Potency, µM (top dose mostly 115 µM), without a hit: top-dose activity, negative = inhibition, most hits filed as inhibitors; active = well fitted inhibition curve with a large enough effect in the polarisation, with a control signal flat, not every such curve was filed as active; inconclusive = small, poorly fitted or top-dose-only effect, or effect the other way, or a change in a side signal; inactive = no such curve, though single readings can be large or run the other way; the % refers to the polarisation; also: potency is read from the fitted curve at half-maximal effect; % is scaled to controls: 0 for no effect and ±100 for the full control effect
Target sequence (Q13526 whole entry, looked up): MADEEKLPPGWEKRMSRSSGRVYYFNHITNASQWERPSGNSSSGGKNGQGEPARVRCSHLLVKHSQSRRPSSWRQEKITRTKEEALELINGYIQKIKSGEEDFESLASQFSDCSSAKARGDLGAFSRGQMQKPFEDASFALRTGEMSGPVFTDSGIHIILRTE
Pol eta inh: DNA polymerase eta (human) inhibition. Q9Y253. recombinant Pol eta, fluorescent DNA replication assay. 390,000 compounds, 1.2% hits. Potency, µM (titrated, usually from 114 µM), without a hit: at the highest dose activity change, negative = inhibition, usual class: inhibitors. AID 588591; also: potency is read from the fitted curve at half-maximal effect; % is scaled to controls: 0 for no effect and ±100 for the full control effect
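Fluorescent replication assay: 50 nM final substrate added after a 15 min room-temperature compound preincubation with 10 nM enzyme. Signal taken at 0 min and again at 10 min.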
BAZ2B block: blocks human BAZ2B. Q9UIF8. AlphaScreen BAZ2B-H3K14Ac peptide displacement. Potency, µM (top dose mostly 114 µM), for the others: at the top dose activity change, negative = inhibition, usual class: inhibitors. 360,000 compounds, 4.4% hits. AID 504333; also: potency is read from the fitted curve at half-maximal effect; % is scaled to controls: 0 for no effect and ±100 for the full control effect; nearly all actives have a fitted effect of over 60% in size
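Inhibition is scored as reduced AlphaScreen emission. The BAZ2B/b-H3(5-23)K14Ac complex (50 nM each) in PBS pH 7.4, 0.01% Tween-20 meets compound (up to 110 uM) for 30 min at RT before bead addition.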
JMJD2A Tudor inh: JMJD2A Tudor domain (human) inhibition. O75164. AlphaScreen JMJD2A-Tudor / H3K4me3 peptide binding. Potency, µM (top dose mostly 114 µM), for inactives: at the highest dose activity change, negative = inhibition, hits mostly inhibitors. 390,000 compounds, 4.4% hits; also: potency is read from the fitted curve at half-maximal effect; % is scaled to controls: 0 for no effect and ±100 for the full control effect; nearly all actives have a fitted effect of over 50% in size
G9a inh: inhibitors of human histone lysine methyltransferase G9a. Q96KQ7. G9a H3K9 monomethylation, AlphaScreen, 2 h. Potency, µM (series often up to 102 µM), inactives show at the top dose activity, negative = inhibition, hits mostly inhibitors. 350,000 compounds, 8.8% hits; also: potency is read from the fitted curve at half-maximal effect; % is scaled to controls: 0 for no effect and ±100 for the full control effect; nearly all actives have a fitted effect of over 75% in size
Target sequence (Q96KQ7 913-1193 limits assumed): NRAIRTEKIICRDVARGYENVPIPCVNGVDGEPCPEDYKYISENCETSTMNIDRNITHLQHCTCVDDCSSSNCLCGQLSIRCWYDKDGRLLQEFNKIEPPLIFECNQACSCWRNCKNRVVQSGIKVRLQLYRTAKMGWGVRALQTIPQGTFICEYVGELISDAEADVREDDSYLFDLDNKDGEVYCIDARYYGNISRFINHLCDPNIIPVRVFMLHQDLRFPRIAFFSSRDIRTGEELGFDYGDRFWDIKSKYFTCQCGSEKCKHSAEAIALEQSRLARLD
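G9a (20 nM) preincubated 15 min RT with compounds, then 500 nM biotinylated H3K9 peptide and 20 uM SAM added; 2 h RT reaction. Monomethyl-H3K9 product detected by AlphaScreen with anti-H3K9me1 antibody, streptavidin donor and anti-rabbit IgG acceptor beads.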
PGK inhibitor: inhibitors of T. brucei phosphoglycerate kinase | PGK/GAPDH coupled, Kinase-Glo luminescence, 60 min | Potency, µM (top dose mostly 57.5 µM), without a hit: top-dose activity change, negative = inhibition, hits mostly inhibitors | 380,000 compounds, 0.043% hits | AID 602233; also: potency is read from the fitted curve at half-maximal effect; % is scaled to controls: 0 for no effect and ±100 for the full control effect; nearly all actives have a fitted effect of over 60% in size
Target sequence (P07378 whole entry, looked up): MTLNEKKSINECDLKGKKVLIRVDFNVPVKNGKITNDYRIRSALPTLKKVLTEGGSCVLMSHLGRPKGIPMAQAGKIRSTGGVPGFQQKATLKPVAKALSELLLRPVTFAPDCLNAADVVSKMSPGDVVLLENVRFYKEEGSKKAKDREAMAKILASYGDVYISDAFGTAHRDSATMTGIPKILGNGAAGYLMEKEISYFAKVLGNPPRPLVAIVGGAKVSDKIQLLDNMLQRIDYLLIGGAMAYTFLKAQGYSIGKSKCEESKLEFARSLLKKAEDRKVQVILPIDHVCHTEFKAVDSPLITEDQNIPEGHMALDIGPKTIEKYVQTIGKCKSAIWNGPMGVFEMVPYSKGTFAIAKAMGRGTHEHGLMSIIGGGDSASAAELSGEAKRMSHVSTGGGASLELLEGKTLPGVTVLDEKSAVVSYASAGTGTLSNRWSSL
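Luminescent ATP detection (Kinase-Glo Plus) follows a 60-minute room-temperature incubation, with wells lacking PGK as controls. Buffer: 100 mM TEA (pH 7.6), 5 mM MgCl2, 0.01% Tween-20. Coupling enzyme GAPDH (100 nM final) supplies unstable 1,3-BPG in-well.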
* marks the source's active call; other numbers are inactive results; i = inactive; ? = inconclusive; nt = no result given; [ ] = another dose, or the depositor's remark. Unless noted, calls follow the shape of the dose curve; as a rule, active = well fitted curve in the direction sought with a large enough effect; inconclusive = small, poorly fitted or top-dose-only effect, or another doubt; inactive = no such curve, though single readings can be large; an effect the other way counts as inactive or inconclusive. The list is partial; the hit share may differ from the screen's.

SMILES	GLS inh	HP1b chromo inh	PI4K2A block	Pin1 inhibitor	Pol eta inh	BAZ2B block	JMJD2A Tudor inh	G9a inh	PGK inhibitor
Cc1ccc(-c2nc(N/N=C/c3ccccc3[N+](=O)[O-])c3ccccc3n2)cc1	0%	21%	-7	-2%	-5%	10%	-14%	-6%	0%
O=C(O)C1OC2OC3(CCCCC3)OC2C2OC3(CCCCC3)OC12 (centres undefined)	0%	10%	2	-10%	-3%	1%	-5%	6%	2%
Cc1ccc(S(=O)(=O)NNC(=O)c2cccnc2)cc1	6%	11%	11	-1%	-22%	nt	-13%	8%	-2%
Cc1ccc(N2CN(CCc3ccccc3)CNC2=S)cc1	1%	31%	0	-9%	-6%	-18%	-7%	nt	i
O=C(OCC(=O)N1CCN(Cc2ccccc2)CC1)c1ccc(Cl)cc1	-2%	13%	-1	0%	-5%	?	-21%	-11%	-2%
CCCn1c2ccccc2c2cnn(CC(=O)NCCc3ccc(S(N)(=O)=O)cc3)c(=O)c21	2%	21%	-2	35%[activator]	3%	-2%	8%	3%[59 µM]	-1%
CCN(CC(=O)Nc1sc2c(c1C#N)CCC(C)C2)Cc1nc2ccccc2c(=O)[nH]1 (centres undefined)	14%	12%	0	7%	-21%	-22%	?	?	-6%
Cc1cc(NC(=O)CSc2nnc(COc3ccccc3)o2)no1	4%	59%[activator]	3	6%	-9%	4%	5%	0%	-6%
CC(=O)N=c1sccn1CC(O)c1ccc(Br)cc1 (centres undefined)	5%	24%	-1	7%	-10%	-7%	-13%	-2%	12%
CCN(CC)C(=O)C(Oc1ccc(C)nc1[N+](=O)[O-])c1ccccc1 (centres undefined)	-12%	36%	1	-7%	-6%	-15%	-7%	-12%	-1%
CCCCOc1ccc(C(=O)N(Cc2nc(-c3ccc(Cl)cc3)no2)C(C)C)cc1	-4%	33%[activator]	2	-1%	-20%	22%	-11%	27%[59 µM]	-9%
O=C(Cn1ncc2c3ccccc3n(Cc3ccccc3F)c2c1=O)N1CCN(c2ccccn2)CC1	-3%	39%	-9	16%	-4%	-6%	-25%	24%	-8%
COc1ccccc1C(O)(C(=O)NN(C(=O)c1ccccc1)c1ccccc1C)c1cccs1 (centres undefined)	2%	22%	3	1%	?	-3%	-4%	16%[59 µM]	-8%
Cn1nnnc1SCC(=O)Nc1ccc(Br)cc1Br	6%	16%	1	-4%	-3%	nt	-7%	nt	-5%
CCn1nc(NS(=O)(=O)c2ccc(NC(C)=O)cc2)c2cc3ccc(C)cc3nc21	4%	-2%	-6	2%	-6%	-28%	?	-48%	-4%
O=C(Cn1c(-c2cncs2)nc2ccccc21)NCCc1ccccc1	-7%	38%[activator]	3	4%	-5%	12%	-30%	?	-3%
CN(C)C(=O)COC(=O)/C=C/c1ccccc1[N+](=O)[O-]	-14%	24%	16	-1%	-12%	5%	-2%	17%[12.7 µM]	i
CCC(C)(C)C1CCc2c(sc(N)c2C(N)=O)C1 (centres undefined)	7%	-11%	4	-2%	-7%	?	?	?	-6%
CCOc1ccccc1NS(=O)(=O)c1cc2[nH]c(=O)c(=O)[nH]c2cc1C	19%	5%	-10	-14%	-11%	-8%	-11%	-5%[59 µM]	6%
Cc1ccc(C(=O)Nc2nnc(SCc3cc(=O)n4ccc(C)cc4n3)s2)cc1	6%	13%[57 µM]	5	0%	-5%	6%	-6%	15%[59 µM]	2%
Cc1ccc(-c2cc(C(=O)N3CCN(S(=O)(=O)c4ccc(Br)s4)CC3)[nH]n2)cc1C	-5%	-3%	-2	0%	1%	1%	-22%	7%[59 µM]	1%
Cc1cccc(C(=O)N[C@H](C(=O)Nc2ccc(C)c(S(=O)(=O)N3CCOCC3)c2)C(C)C)c1	-11%	21%	0	-9%	-8%	nt	-15%	nt	-3%
O=C(NC(=S)Nc1ccc(Br)cn1)c1cccnc1	8%	50%[activator]	-5	0%	3%	-26%	-14%	nt	-2%
COC(=O)C1=C(C)NC(C)=C(C(=O)OC)C1C1CC=CCC1 (centres undefined)	9%	16%	-10	?	-21%	-6%	-7%	-13%[59 µM]	7%
CCCCN(C(=O)Oc1ccccc1)C1CCS(=O)(=O)C1 (centres undefined)	-12%	13%	-2	0%	-9%	2%	-12%	-6%	-6%

Ordered by the number under GLS inh (lowest first): some entries from above
mol	GLS inh	HP1b chromo inh	PI4K2A block	Pin1 inhibitor	Pol eta inh	BAZ2B block	JMJD2A Tudor inh	G9a inh	PGK inhibitor
Cc1ccc(N2CN(CCc3ccccc3)CNC2=S)cc1	1%	31%	0	-9%	-6%	-18%	-7%	nt	i
CCCn1c2ccccc2c2cnn(CC(=O)NCCc3ccc(S(N)(=O)=O)cc3)c(=O)c21	2%	21%	-2	35%[activator]	3%	-2%	8%	3%[59 µM]	-1%
Cc1ccc(S(=O)(=O)NNC(=O)c2cccnc2)cc1	6%	11%	11	-1%	-22%	nt	-13%	8%	-2%

(more compounds)
SMILES	GLS inh	HP1b chromo inh	PI4K2A block	Pin1 inhibitor	Pol eta inh	BAZ2B block	JMJD2A Tudor inh	G9a inh	PGK inhibitor
Cc1cc(NC(=O)CC(C)C)cc(-c2nc3ncccc3o2)c1O	17%	12%	2	0%	-10%	-8%	-10%	3%[59 µM]	-9%
CCCCCN(C(=O)CCC(=O)OCc1cccc(C)c1)c1c(N)n(CCCC)c(=O)[nH]c1=O	-1%	23%	2	1%	-11%	-5%	-14%	16%[2.33 µM]	-2%
COc1cccc(Oc2cn[nH]c2-c2ccc(OC)cc2O)c1	-7%	31%	0	-2%	-7%	-3%	-36%	4%	9%
COc1ccccc1C(=O)N/C(=C/c1ccccc1)C(=O)NC(CCSC)C(=O)O (centres undefined)	3%	20%	-1	1%	-3%	-1%[57.1 µM]	-6%	-8%	-10%
Cc1cc(N/N=C/c2ccc(O)cc2)c2cccc(C)c2n1	2%	?	-2	-2%	?	40µM*	?	nt	-9%
Cc1ccc(Nc2nc3ccccc3c3nnc(C)n23)cc1Cl	-9%	36%	1	1%	-3%	-10%	-7%	0%[59 µM]	11%
CC(=O)Nc1cccc(C(=O)NCC2(N3CCCCC3)CCCCC2)c1	-13%	15%	9	-2%	-11%	-4%	-2%	-26%	-4%
Cc1cc(C)cc(NC(=S)N2CCN(c3ncc(C(F)(F)F)cc3Cl)CC2)c1	-11%	38%	6	0%	-21%	1%	1%	nt	1%
Cn1cccc1C(=O)NCc1ccc(S(N)(=O)=O)cc1	31%	-15%	4	-8%	-12%	0%	-18%	-8%	3%
COc1ccc(-c2noc(CNS(=O)(=O)c3ccccc3)n2)cc1	2%	41%[activator]	3	-5%	-11%	3%	2%	nt	-2%
COc1ccc(OC)c(NC(=O)NCCc2cccc(Cl)c2)c1	-2%	36%	-1	0%	-12%	-19%	-21%	4%	-8%
CCCCOc1cccc(-c2nnc(NC(=O)CSc3ccc(C)cc3)s2)c1	6%	19%	2	5%	1%	4%	-14%	30%[59 µM]	-1%
CC(=O)N1C(=O)C2(Nc3ccccc3N2)c2ccccc21	2%	11%	6	-1%	-14%	6%	1%	9%[59 µM]	-1%
CCOC(=O)/C(=N/Nc1ccccc1)N1CCCc2ccccc21	44%[activator]	12%	4	-2%	-7%	?	-22%	?	-5%
CSCCC(NC(=O)COc1ccccc1)C(=O)N(C)Cc1c(F)cccc1Cl (centres undefined)	-2%	nt	-2	nt	-1%	nt	nt	nt	8%
COc1cccc(/C=C2/Sc3ccc(C(=O)NCCN4CCCCCC4)cc3NC2=O)c1	6%	5%	-7	27%	-14%	?	?	40µM*	-7%
O=C(O)c1n[nH]c2c1CC(C1CCCCC1)CC2 (centres undefined)	0%	52%[activator]	-4	-1%	-10%	71µM*	-15%	1%[2.33 µM]	-3%
O=C(CSc1nnc(-c2ccc(Br)cc2)o1)Nc1cccc2ccccc12	0%	33%	4	11%	-3%	-19%	-7%	12%[59 µM]	i
CN(C)C(=O)c1ccc2c(c1)N(CC(=O)NCc1ccccc1Cl)C(=O)C1CCCCN21 (centres undefined)	26%	24%[57 µM]	0	2%	-12%	-5%	-6%	-25%[59 µM]	0%
COc1ccc(C(C)=O)cc1COc1nc(C)nc2ccccc12	2%	27%	3	1%	-10%	-6%	6%	3%	4%
C/C(=N\NC(=O)OC(C)(C)C)c1cccc([N+](=O)[O-])c1	-3%	37%	-1	-5%	-15%	-32%	-10%	15%[59 µM]	-7%
S=C(NCCc1c[nH]c2ccccc12)NC1CC1	4%	21%	-2	-6%	-15%	-36%	?	9%[12.7 µM]	i
CC(CO)NCC12CC3CC(CC(C3)C1)C2 (centres undefined)	4%	46%[activator]	-1	-1%	-17%	2%	3%[57.1 µM]	nt	0%
COc1cc(NC(=O)c2cc3c(=O)n(C)c4ccccc4c3n2C)cc(OC)c1OC	-14%	55%[activator]	0	9%	-15%	0%	-9%	16%	-8%
O=C(Nc1nnc(S(=O)(=O)N2CCCCC2)s1)c1cccc(Br)c1	1%	40%[activator]	4	-8%	45µM*	-11%	-28%	-38%	-9%
CCS(=O)(=O)N1CCC(C(=O)NCCC2=CCCCC2)CC1	0%	15%	-7	4%	2%	5%	-10%	-1%[12.7 µM]	nt
CCOc1ccc2nc(CN3CCN(Cc4ccsc4)C(CCO)C3)ccc2c1 (centres undefined)	7%	23%	9	-4%	-7%	?	-17%	-2%[12.7 µM]	6%
Cc1cccc(OCCn2ccnc2)c1C	10%	19%	-3	-7%	-10%	-2%	-18%	nt	-4%
COC(=O)c1cnc(Oc2ccc(NC(=O)NC(=O)c3ccccc3Cl)cc2)cc1C(F)(F)F	4%	24%	3	21%	-18%	-1%	-1%	10%	-3%
